TRPC6 inh: blocks the mouse TRPC6 cation channel | Q61143 | HEK293-TRPC6, membrane potential dye, ACh-evoked depolarization; hits give low values | B-score at 10 µM | 1.1% of 310,000 active | AID 2553;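 active means B-score under library mean minus 3 SD, initial fluorescence not abnormally high, positive integrated signal ratio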;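 further: B-score derived from integrated fluorescence ratio over the kinetic read; more negative B-score means stronger inhibition of depolarization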
Platelet DG rel: platelet dense granule release activity; human platelet-rich plasma, SFLLRN dense granule ATP release, luminescence; 0.22% of 300,000 active; AID 1663; inhibition, %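 (compounds screened at 7.5 µM in platelet-rich plasma)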;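 active means mean replicate score, as percent of positive control, at or above 50; inconclusive means mean below 50 but at least one replicate at or above 50; inactive means mean and every replicate below 50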
TRPC4 block: inhibitors of mouse TRPC4 channel. 0.39% of 300,000 active. Q9QUQ5. B-score at 10 µM. HEK293 TRPC4beta/mu-opioid, DAMGO-evoked Fluo4 calcium flux; hits give low values;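 active means B-score over 3 SD under the library average, no early fluorescence shift, positive overall ratio signal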
Target sequence (Q9QUQ5 whole entry, looked up): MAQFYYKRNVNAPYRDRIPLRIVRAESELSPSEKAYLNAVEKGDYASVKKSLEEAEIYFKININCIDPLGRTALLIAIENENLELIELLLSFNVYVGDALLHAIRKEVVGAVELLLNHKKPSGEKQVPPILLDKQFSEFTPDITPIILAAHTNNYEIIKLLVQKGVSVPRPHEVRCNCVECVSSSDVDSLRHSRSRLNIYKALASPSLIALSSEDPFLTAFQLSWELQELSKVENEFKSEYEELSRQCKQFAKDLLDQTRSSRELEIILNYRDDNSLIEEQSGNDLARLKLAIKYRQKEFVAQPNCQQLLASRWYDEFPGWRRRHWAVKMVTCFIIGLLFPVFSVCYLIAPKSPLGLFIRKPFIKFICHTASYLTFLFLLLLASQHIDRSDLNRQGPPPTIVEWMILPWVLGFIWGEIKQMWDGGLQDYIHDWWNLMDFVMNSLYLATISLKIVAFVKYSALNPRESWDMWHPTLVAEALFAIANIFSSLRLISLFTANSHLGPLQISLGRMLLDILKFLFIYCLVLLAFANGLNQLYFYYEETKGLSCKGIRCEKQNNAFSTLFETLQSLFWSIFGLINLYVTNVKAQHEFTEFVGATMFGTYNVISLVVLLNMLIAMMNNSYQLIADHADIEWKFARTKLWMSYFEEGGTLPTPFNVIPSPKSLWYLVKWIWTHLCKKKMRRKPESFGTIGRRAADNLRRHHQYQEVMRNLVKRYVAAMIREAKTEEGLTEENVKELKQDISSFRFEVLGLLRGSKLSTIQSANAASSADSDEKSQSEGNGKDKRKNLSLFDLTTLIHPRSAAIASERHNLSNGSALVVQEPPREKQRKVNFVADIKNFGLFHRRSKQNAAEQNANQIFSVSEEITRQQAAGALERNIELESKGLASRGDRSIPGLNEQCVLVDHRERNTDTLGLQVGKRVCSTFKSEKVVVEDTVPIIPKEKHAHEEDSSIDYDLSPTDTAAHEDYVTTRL
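Test system – stable TRPC4beta/mu-opioid receptor HEK293 cells · Probe or stimulus – DAMGO, a submaximal dose followed by a maximal one · Dosing – one concentration per compound · Signal – Fluo4 calcium fluorescence by kinetic imaging, 5 s 1 Hz baseline · Evaluation – per-well B score of integrated baseline-normalized Fluo4 ratio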
RGS4 inh: inhibitors of human RGS4; P49798; HEK293 M3R/RGS4 inducible, Fluo-4 calcium flux; hits give high values; triggered by carbachol at its EC20; B-score at 10 µM; 0.45% of 310,000 active;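 active means B-score, a plate-corrected calcium signal, over three deviations above library mean, with baseline fluorescence within five deviations of library mean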;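 further: RGS4 expression induced by doxycycline in cells with stable M3 receptor; B-score is computed from the integrated fluorescence ratio over baseline after carbachol; higher B-score means a larger calcium signal and so more RGS4 inhibition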
MrgX1 ag: activates human MrgX1 receptor signaling; MrgX1-HEK293 cells, Fluo-4 calcium fluorescence, agonist mode; hits give high values; B-score at 10 µM; 0.44% of 310,000 active;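 active means calcium response B-score plate-corrected fluorescence ratio at least 3 library SD, with starting fluorescence B-score inside 5 SD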
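Assay system: MrgX1-expressing HEK293 cells / Amount: fifteen thousand cells per well / Doses: test compound in the initial addition of three / Timing: cells plated overnight, dye loaded 0.5 h 37 °C, 0.5 h room temperature / Technique: kinetic calcium dye fluorescence, Fluo-4 NW / Control set: positive and negative controls per plate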
TRPC6 act: activates the mouse TRPC6 cation channel | B-score at 10 µM | 0.13% of 310,000 active | Q61143 | HEK293-TRPC6 membrane potential dye fluorescence; hits give high values;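 active means B-score of the integrated fluorescence ratio above library mean plus 3 SD, and starting fluorescence ratio within library mean plus 5 SD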;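 further: higher score means more depolarization so channel activation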
MrgX1 antag: human MrgX1 receptor antagonism, primary screen; Q96LB2; MRGX1-HEK293 calcium flux, Fluo-4, BAM8-22 antagonism; hits give low values; B-score at 10 µM; 1.3% of 310,000 active; AID 588676;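 active means calcium-response B-score plate-corrected more than 3 library SD below zero, starting fluorescence within 5 deviations, no agonist response on first addition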;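 further: peak minus trough fluorescence over baseline after final BAM8-22 challenge near maximal dose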
SKKanGAS inh: blocks kanamycin growth of S. pyogenes SKKanGAS strain. 1.3% of 300,000 active. inhibition, % at 7.5 µM. AID 1662. BacTiter-Glo, 6 h;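 active means mean replicate score, as percent of positive control median, at least 50; inconclusive means mean below 50 but one replicate at or above 50; inactive means mean and every replicate below 50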;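 further: strain carries kanamycin resistance gene driven by streptokinase promoter and grows in 40 µg/ml kanamycin; loss of luminescence reflects streptokinase promoter inhibition or plain growth inhibition; 0% = median of DMSO wells and 100% = positive control at its reference dose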
MrgX1 allo act: human MrgX1 positive allosteric modulation, primary screen | B-score at 10 µM | 0.63% of 310,000 active | MrgX1-HEK293, Fluo-4 calcium flux, FDSS; hits give high values | AID 588675;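 active means plate-corrected calcium response at least 3 library SD above typical, normal starting fluorescence, not activating the receptor alone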;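 further: compound read alongside a low EC10 to EC30 dose of BAM8-22 agonist; peak minus trough fluorescence over baseline measured at the second addition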
RGS4 pot: RGS4 potentiation or activation. HEK293 M3R/inducible RGS4, carbachol calcium flux Fluo4; hits give low values. 0.92% of 310,000 active. B-score at 10 µM;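 active means B-score of the integrated calcium signal more than 4 SD below the library mean, with starting fluorescence not abnormally high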;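 further: negative B-score means reduced calcium response which marks RGS4 activation or potentiation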
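test system = HEK293 cells with stable M3R and inducible RGS4 | schedule = recording 10 s baseline at 1 Hz, 100 s post-agonist | technique = Fluo4-AM (2 µM) calcium-flux fluorescence, kinetic read | measure = Agonist-evoked peak-minus-minimum fluorescence over baseline, integrated ratio, B score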
HIF act: HIF pathway transcriptional activation | activation, % at 7.5 µM (by protocol) | 0.32% of 300,000 active | U2OS HRE-luciferase reporter, luminescence; normalized: DMSO 0%, desferrioxamine 100% | AID 1910;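 active means mean activation of at least 10% of the iron chelator positive control signal, with at least half of replicates also reaching 10%; inconclusive means mean and replicate majority disagree about reaching 10%; inactive means mean and most replicates under 10%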
* marks the source's active call; other numbers are inactive results; i = inactive; ? = inconclusive; · = not tested or not shown.

Results follow in this order: MrgX1 allo act	TRPC6 act	SKKanGAS inh	MrgX1 antag	TRPC4 block	Platelet DG rel	MrgX1 ag	HIF act	RGS4 pot	TRPC6 inh	RGS4 inh
- O=C(O)c1ccc(NC(=S)NC(=O)c2cncc(Br)c2)cc1
→ i	i	1	i	i	-7	i	-1.3	i	i	i
- COc1ccccc1C1N(c2ccc(Cl)cc2)C(=O)C2CCCN21 (configuration not stated)
→ i	i	-14	i	i	0	i	-0.2	i	i	i
- Cn1c(=O)[nH]c(=O)c2c1nc(SCC(=O)O)n2CCCc1ccccc1
→ i	i	0	-6.9*	i	-2	i	1.3	i	i	i
- NS(=O)(=O)c1ccc(NC(=O)c2ccc(S(=O)(=O)N3CCc4ccccc43)cc2)cc1
→ i	i	2	i	i	0	i	0.2	i	i	i
- Cc1cccn2c(NC(=O)c3cccs3)c(-c3ccccc3)nc12
→ i	i	1	i	i	3	i	0.1	i	i	i
- CCOC(=O)N1CCN(C(=O)CSCC(=O)Nc2nc(-c3cccs3)cs2)CC1
→ i	i	0	i	i	8	i	0.3	i	i	i
- CCCCNC(=S)N(C)N=C1CCC(c2ccccc2)CC1 (configuration not stated)
→ i	i	-7	i	i	-1	i	1.0	i	i	i
- Cc1ccccc1NC(=O)CSc1nnc2ccc(-c3cccnc3)nn12
→ i	i	0	i	i	0	i	-0.6	i	i	i
- CN(C)CCCN(C(=O)c1ccc(C(=O)c2ccccc2)cc1)c1nc2cc3c(cc2s1)OCCO3
→ i	i	1	i	i	1	i	-1.5	-8.8*	i	i
- CCOC(=O)N1CCC(NC(=O)CCc2c(C)nc3ncnn3c2C)CC1
→ i	i	-2	i	i	6	i	0.1	i	i	i
- O=C(Cn1cnc(S(=O)(=O)N2CCCC2)c1)Nc1cccc(Br)c1
→ i	i	-1	i	i	24	i	0.3	i	i	i
- O=C(NCCN1CCN(Cc2ccccc2)CC1)C1CC(=O)N(C2CCCC2)C1 (configuration not stated)
→ i	i	9	i	i	-1	i	0.0	i	i	i
- COC(=O)c1sc2ncn(CC(=O)NCCc3ccc(OC)c(OC)c3)c(=O)c2c1C
→ i	i	11	i	i	1	i	0.0	i	i	i
- COc1cccc(C2C(C#N)=C(N)N(c3ncn[nH]3)C3=C2C(=O)CCC3)c1 (configuration not stated)
→ i	i	1	i	i	-17	i	-0.7	i	i	i
- COc1ccc(CCN2CC(C(=O)NCC(=O)Nc3ccc(F)c(F)c3)CC2=O)cc1OC (configuration not stated)
→ i	i	17	i	i	-7	i	-52	i	i	i
- Cc1c(CCC(=O)O)c(=O)oc2cc(OCc3cccc(F)c3)ccc12
→ i	i	4	i	i	-9	i	0.1	i	i	i
- CC1CCN(c2ccc3nnc(CCC(=O)Nc4cc(F)ccc4F)n3n2)CC1
→ i	i	-10	i	i	10	i	-0.1	i	i	i
- C/C(=N\NC(=O)c1cccc2ccccc12)c1cccs1
→ i	i	?	i	i	4	i	1.8	i	i	i
- O=C(NCCN1CCN(c2ccccc2F)CC1)c1ccc2nc3ccccc3c(=O)n2c1
→ ·	i	16	·	i	-3	·	0.9	i	i	i
- C/C(=N\NC(N)=O)C1(C)CCCCC1
→ i	i	6	i	i	8	i	0.6	i	i	i
- CCc1ccc(OCC(=O)NNC(=S)NC(=O)C2CCCCC2)c(Br)c1
→ i	i	90*	-8.9*	i	6	i	-0.4	i	i	i
- Cc1nn(Cc2cccc(F)c2)c(C)c1NC(=O)c1c([N+](=O)[O-])c(C)nn1C
→ i	i	-5	i	i	3	i	-0.4	i	i	i
- CCCCCCNS(=O)(=O)c1ccc(OC)c(OC)c1
→ i	i	6	i	i	-1	i	-0.2	i	i	i
- Cc1ccc(C)c(NC(=O)Cn2ccn(-c3ccc4c(c3)OCO4)c(=O)c2=O)c1
→ i	i	-6	i	i	-15	i	-0.5	i	i	i
- CC(NC(=O)NC(=O)c1ccc(Cl)cc1Cl)C1CC1 (configuration not stated)
→ i	i	-13	i	i	-7	i	1.3	i	i	i
- Cc1cc(C(=O)N/N=C/c2ccc(O)c([N+](=O)[O-])c2)n[nH]1
→ i	i	-5	i	i	10	i	-0.1	i	i	i
- COc1ccc(C2OC(=O)CC2C(=O)NCc2ccc(C)cc2)cc1OC (configuration not stated)
→ i	i	-17	i	i	14	i	-0.3	i	i	i
- COCCCNC(=O)c1cc(Sc2ccc(F)cc2)nc2ccccc12
→ i	i	-1	i	i	3	i	-0.6	i	i	i
- COC(=O)c1ccc(COC(=O)c2ccc(S(=O)(=O)N3CCC(C)CC3)cc2)o1
→ i	i	16	i	i	4	i	-0.7	i	i	i
- COc1ccc(C(=O)Nc2ccc(C(=O)N3CCC(C)CC3)cc2)cc1OC
→ i	i	7	i	i	-2	i	-0.7	i	i	i
- Cc1cc(C)cc(OCC(=O)N2CCc3ccccc3C2)c1
→ i	i	-2	i	i	-2	i	-0.4	i	i	i
- O=C(NNC(=O)c1sc2cccc(Cl)c2c1Cl)Nc1ccccc1
→ i	i	-8	i	i	-4	i	-0.2	i	i	i
- CCOc1ccc(/C=N/OCC(=O)NCc2ccc3c(c2)OCO3)cc1OC
→ i	i	1	-5.9*	i	-10	i	0.0	i	i	i
- O=C(COC(=O)/C=C/c1ccc2c(c1)OCO2)NC1CC1
→ i	i	-14	i	i	6	i	0.9	i	i	i
- COCCNC(=O)c1cn(C)c2ccc(S(=O)(=O)N3CCCC3)cc2c1=O
→ i	i	0	i	i	6	i	1.8	i	i	i
- CCOC(=O)c1cc(C(=O)OCC)c(=O)[nH]c1N1CCCCC1
→ i	i	3	i	i	-3	i	-0.2	i	i	i
- Cc1ccc(S(=O)(=O)c2nc(C)oc2NCc2ccccc2)cc1
→ i	i	-14	i	i	-8	i	-0.1	i	i	i
- CCC(C(=O)NCCN1CCN(C)CC1)n1c(C)c2cnn(-c3ccccc3)c(=O)c2c1C (configuration not stated)
→ i	i	-3	i	i	0	i	0.1	i	i	i
- O=C1CSC(c2cccc([N+](=O)[O-])c2)N1C1CC2CCC1C2 (configuration not stated)
→ i	i	7	i	i	8	i	-0.2	i	i	i
- O=C(Nc1ccnc(-c2ccncc2)n1)C1CC1
→ i	i	1	i	i	3	i	0.1	i	i	i
- Cc1cc(C)c2c(N)c(C(=O)N/N=C/c3cccs3)sc2n1
→ i	i	-3	i	i	2	i	3.6	i	i	i
- COc1ccc(N2CCN(CCCNC(=O)C(=O)c3c(C)[nH]c4ccccc34)CC2)cc1
→ i	i	-17	i	i	-13	i	0.3	i	i	i
- Nc1ccc(S(=O)(=O)NC2(C(F)(F)F)NC(=O)N(c3ccccc3Cl)C2=O)cc1 (configuration not stated)
→ i	i	-1	i	i	1	i	1.3	i	i	i
- COC(=O)Cn1nc(-c2ccccc2)c2cc(Cl)ccc21
→ i	i	-7	i	i	8	i	0.1	i	i	i
- CN(C)S(=O)(=O)c1cccc(C(=O)N2CCN(Cc3ccccc3)CC2)c1
→ i	i	-8	i	i	2	i	0.0	i	i	i
- CC(=O)Nc1ccc(S(=O)(=O)Nc2nc3ccccc3nc2-n2ccc(=NC(=O)c3ccccc3)cc2)cc1
→ i	i	8	i	i	16	i	-0.1	i	i	i
- COC(=O)c1sccc1NC(=O)c1sccc1C
→ i	i	1	i	i	1	i	-0.2	i	i	i
- O=C(CNC(=O)c1ccco1)NCC(=O)OCc1ccc(C(=O)Oc2ccc(Cl)cc2)cc1
→ i	i	6	i	i	-2	i	0.1	i	i	i
- Cc1cc(NC(=O)CCCN2C(=O)/C(=C\c3cccs3)SC2=S)no1
→ i	i	-1	i	i	-7	i	0.1	i	i	i
- CCOC(=O)c1ccc(Nc2c(CC)c(C)nc3ncnn23)cc1
→ i	i	1	i	i	9	i	-0.3	i	i	i

Other compounds
Results follow in this order: MrgX1 allo act	TRPC6 act	SKKanGAS inh	MrgX1 antag	TRPC4 block	Platelet DG rel	MrgX1 ag	HIF act	RGS4 pot	TRPC6 inh	RGS4 inh
- N#CCc1c(C#N)c(N)nc(N2CCN(S(=O)(=O)c3ccccc3F)CC2)c1C#N
→ i	i	-1	i	i	9	i	-0.8	i	i	i
- Cc1[nH]c2ccccc2c1C(=O)NS(=O)(=O)Nc1ccccc1
→ i	i	·	i	i	2	i	0.4	i	i	i
- CCNc1nc(NC(C)C)nc(NS(=O)(=O)c2ccc(Cl)cc2)n1
→ i	i	8	i	i	7	i	0.3	i	i	i
- COC(=O)c1cccc(C23CC4(C2)[C@H](CN(Cc2cccnc2)[C@@H]4c2ccccc2)C3c2ccc(Cl)nc2)c1 (some centres not stated)
→ i	i	16	i	i	0	i	-0.6	i	i	i
- COc1ccc(-n2c(Cc3cccn3C)nnc2SCC(=O)Nc2cccc(C)c2C)cc1
→ i	i	3	i	i	1	i	0.0	i	i	i
- Cc1cccc(N2CCN(C(=O)CN(C)S(=O)(=O)c3ccc4c(c3)CCC(=O)N4)CC2)c1C
→ i	i	1	i	i	21	i	-0.2	i	i	i
- Cc1nn(-c2ccccc2)c2nc(N)c(C#N)c(-c3ccc(O)c(O)c3)c12
→ i	i	15	i	i	2	i	0.2	i	i	i
- COc1ccc(C(=O)NC2CC2)cc1OC1CCN(Cc2cc(C)cc(C)c2)CC1
→ i	i	26	i	i	0	i	-0.2	i	i	i
- CCOc1ccccc1CN1CCNC(=O)C1CC(=O)N(C)C1CCOCC1 (configuration not stated)
→ i	i	0	i	i	23	i	0.3	i	i	i
- COc1ccccc1/C=N/NC(=O)c1nnn(-c2nonc2N)c1-c1cccs1
→ i	i	39	i	i	-19	i	3.3	i	i	i
- N#CC1=C(N)Oc2cc(Nc3ccccc3)ccc2C1c1ccncc1 (configuration not stated)
→ i	i	11	i	i	-29	i	-0.4	i	i	i
- COCCN(C(=O)COC(=O)C1CC1)c1c(N)n(Cc2ccccc2)c(=O)[nH]c1=O
→ i	i	-4	i	i	·	i	-0.1	i	i	i
